Screening data from PubChem BioAssay.
TROY NFkB inh – blocks TROY-dependent signaling in reporter cells | 360,000 compounds, 0.98% hits | inhibition, % at 10 µM | Q293 LMP1-TROYcd NF-kB luciferase reporter, 4 h;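 active = compounds whose plate-normalised and pattern-corrected inhibition of the luciferase reporter signal at the single screening dose is 50% or more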
LMP1 NFkB inh – Epstein-Barr LMP1 NF-kappaB reporter inhibition; 350,000 compounds, 0.69% hits; LMP1-induced NF-kappaB luciferase reporter cells, luminescence; inhibition, % at 12.5 µM; in the data active = inhibition above about 41%;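 note: 0% = neutral control wells and 100% = reference inhibitor control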
KKLEB tox – counter-screen for CF NF-kB inhibitors: cytotoxicity. 360,000 compounds, 0.36% hits. activity change (cytotoxicity), % at 5 µM. KKLEB CF airway cells viability, ATPlite luminescence, overnight; stronger effect = lower value; cells stimulated with P. aeruginosa culture filtrate;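 active = corrected activity change at or below -50% at 5 µM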
TWEAK Fn14 block – TWEAK-Fn14 signaling inhibition. 360,000 compounds, 2% hits. TWEAK-stimulated Fn14 reporter cells, luciferase luminescence, 8 h. inhibition, % at 10 µM; in the data active = inhibition above about 50%
CF NFkB block – cystic fibrosis NF-kB activation inhibition. KKLEB NF-kB-GFP reporter, PAF-induced, GFP fluorescence overnight. 360,000 compounds, 0.86% hits. inhibition, % at 5 µM. AID 588850;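 active = at least 50% inhibition at 5 µM, scaled per plate between neutral and stimulator controls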;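 note: PAF is a Pseudomonas aeruginosa culture filtrate used as stimulus; plate controls were PAF-stimulated DMSO wells for no effect and unstimulated DMSO wells for full effect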
C8 TRAIL sens – caspase-8 TRAIL sensitization | 360,000 compounds, 1% hits | inhibition (viability loss, TRAIL sensitization), % at 10 µM | NB7+C8 cells + TRAIL, ATPlite viability luminescence | AID 624354;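 active = compounds causing at least 50% loss of cell viability in the single-dose screen, relative to plate controls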
NR2F2 inh – NR2F2 (human) inhibition, primary screen. HEK293T NGFI-A luciferase reporter, luminescence. inhibition, % at 8.6 µM. 370,000 compounds, 0.7% hits;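 active = inhibition above a per-plate cutoff, mean inhibition of test wells between control levels plus 3 SD, cut at about 38% in these data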;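 note: cells cotransfected with COUP-TFII expression vector driving the NGFI-A reporter; 0% = median of COUP-TF2 test wells and 100% = reporter-only cells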
Target sequence (P24468 whole entry, looked up): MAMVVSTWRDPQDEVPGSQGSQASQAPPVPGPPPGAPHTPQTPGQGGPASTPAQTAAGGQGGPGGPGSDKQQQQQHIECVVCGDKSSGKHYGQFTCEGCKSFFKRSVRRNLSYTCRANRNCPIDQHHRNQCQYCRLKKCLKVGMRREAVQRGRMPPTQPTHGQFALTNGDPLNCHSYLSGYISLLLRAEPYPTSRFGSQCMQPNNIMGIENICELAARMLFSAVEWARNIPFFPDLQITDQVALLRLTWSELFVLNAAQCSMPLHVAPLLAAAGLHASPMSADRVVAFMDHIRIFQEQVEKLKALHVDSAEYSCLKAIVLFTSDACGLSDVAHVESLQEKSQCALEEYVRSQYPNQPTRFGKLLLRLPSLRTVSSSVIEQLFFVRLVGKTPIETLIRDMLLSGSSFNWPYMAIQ
NCOA3 inh – human NCOA3 inhibition. HEK293 GAL4-SRC3 luciferase reporter, luminescence. inhibition, % at 3.6 µM. 360,000 compounds, 0.17% hits. AID 588352;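 active = inhibition above a per-campaign cutoff, the mean of all compounds plus 3 SD, cut at about 60% in these data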;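 note: 0% = DMSO-treated cells and 100% = gossypol-treated cells at 36 µM; higher means less SRC3-driven luciferase light from the GAL4 reporter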
SRC1 inh – inhibits human SRC1 coactivator; HEK293 GAL4-SRC1 luciferase reporter, luminescence; inhibition, % at 3.6 µM; 360,000 compounds, 0.12% hits; AID 588354;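 active = inhibition above the campaign mean plus 3 SD, with each screening campaign given its own cutoff, cut at about 60% in these data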;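 note: 0% = DMSO treated cells and 100% = gossypol at 36 µM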
NR5A2 inv ag – inverse agonists of human LRH-1 (NR5A2). O00482. HEK293T StAR-luciferase reporter, LRH-1 transfected, 24 h. inhibition, % at 3.6 µM. 360,000 compounds, 0.13% hits;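 active = inhibition above the mean inhibition of all tested compounds plus 3 SD, cut at about 73% in these data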;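 note: 0% = DMSO wells and 100% = reporter-only cells lacking LRH-1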
Target sequence (O00482 whole entry, looked up): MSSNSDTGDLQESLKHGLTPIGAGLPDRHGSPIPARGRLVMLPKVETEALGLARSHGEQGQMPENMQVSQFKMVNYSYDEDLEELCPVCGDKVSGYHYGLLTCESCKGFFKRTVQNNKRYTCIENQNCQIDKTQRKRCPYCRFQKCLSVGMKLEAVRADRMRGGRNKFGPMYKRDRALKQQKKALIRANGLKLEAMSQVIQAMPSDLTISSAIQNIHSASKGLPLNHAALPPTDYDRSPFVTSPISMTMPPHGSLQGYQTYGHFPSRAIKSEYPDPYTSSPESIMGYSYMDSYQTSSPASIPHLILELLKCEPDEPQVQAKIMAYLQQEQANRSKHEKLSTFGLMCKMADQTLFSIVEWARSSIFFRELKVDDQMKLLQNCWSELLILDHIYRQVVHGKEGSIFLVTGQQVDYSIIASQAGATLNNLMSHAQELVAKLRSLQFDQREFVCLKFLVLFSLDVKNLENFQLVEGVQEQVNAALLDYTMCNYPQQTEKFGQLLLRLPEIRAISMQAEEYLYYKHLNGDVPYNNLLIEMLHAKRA
NCOA2 inhibitor – inhibits human steroid receptor coactivator 2; Q15596; HEK293 GAL4-SRC2 luciferase reporter, luminescence; inhibition, % at 9 µM; 370,000 compounds, 0.17% hits; AID 651957;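 active = inhibition above the mean inhibition of all tested compounds plus 3 SD, set per campaign, cut at about 52% in these data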;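 note: 0% = DMSO treated cells and 100% = cells given Gossypol at 36 µM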
* marks the source's active call; other numbers are inactive results; x = not tested or not shown.

#1 CC(=O)C1=NN(c2ccccc2)C(c2ccc3c(c2)OCO3)N1c1ccc(N2CCOCC2)cc1 (centres undefined)
#2 O=C(/C=C/c1ccccc1)CC(O)(c1ccccc1)C(F)(F)F (centres undefined)
#3 CCOC(=O)C(=O)/C(=C\N(C)C)c1onc(-c2c(Cl)cccc2Cl)c1C(=O)OC
#4 O=c1cc(-c2ccc(F)cc2)oc2ccccc12
#5 O=P(Cc1ccccc1)(c1ccccc1)c1ccccc1
#6 O=C(CCc1nc2ccccc2c(=O)[nH]1)Nc1cc(Cl)ccc1N1CCCC1
#7 Cc1cc[n+](-c2[nH]c(=O)sc2/C=N/NC([S-])=Nc2ccccc2)cc1C
#8 CN(C(=O)CSc1nnc(-c2cccs2)n1C1CC1)C1CCS(=O)(=O)C1 (centres undefined)

assay / compound,1,2,3,4,5,6,7,8
TROY NFkB inh,-5,64*,6,-34,1,-17,-14,14
LMP1 NFkB inh,-2,-6,-1,-7,-5,39,0,-2
KKLEB tox,7,-58*,-6,-10,-10,-3,10,19
TWEAK Fn14 block,1,88*,2,-46,-9,-11,14,4
CF NFkB block,-4,53*,9,-23,16,-8,-4,-34
C8 TRAIL sens,-7,9,3,3,-1,17,-4,18
NR2F2 inh,11,16,5,-14,-4,-8,-1,2
NCOA3 inh,-1,72*,16,-67,0,-5,2,4
SRC1 inh,-12,40,7,-59,-6,-9,0,20
NR5A2 inv ag,-16,20,-11,-67,14,-1,15,-33
NCOA2 inhibitor,-28,40,-26,-57,-22,-16,-3,9

With a hit mark in NCOA3 inh, of those listed so far:
| entry | smiles | LMP1 NFkB inh | TWEAK Fn14 block | CF NFkB block | NR2F2 inh | NCOA3 inh | SRC1 inh | NR5A2 inv ag | NCOA2 inhibitor |
| --- | --- | --- | --- | --- | --- | --- | --- | --- | --- |
| 2 | O=C(/C=C/c1ccccc1)CC(O)(c1ccccc1)C(F)(F)F (centres undefined) | -6 | 88* | 53* | 16 | 72* | 40 | 20 | 40 |

(cont.)
#9 S=c1nc(-c2cccc(Br)c2)[nH][nH]1
#10 Cc1ncc(CO)c2cc(C(N)=O)c(=Nc3ccccc3)oc12
#11 CCOc1ccc(CCNC(=O)COC(=O)/C=C/c2ccc(OC)c(OC)c2)cc1OCC
#12 COC(=O)c1cc2sccc2n1Cc1nc(-c2ccc(OC)cc2)oc1C
#13 CCCc1ccc(-c2ccc(-c3noc(-c4ccncc4)n3)cc2)nc1
#14 O=C(Cc1ccc(Cl)cc1)N1CCN(C(=O)c2ccco2)CC1
#15 COC(=O)c1c(C)oc2ccc(N(C(=O)c3ccncc3)S(=O)(=O)c3ccc4ccccc4c3)cc12
#16 Cn1ncc([N+](=O)[O-])c1C(=O)Nc1cccc2ccccc12

assay / compound,9,10,11,12,13,14,15,16
TROY NFkB inh,-5,-33,3,-5,3,-6,53*,7
LMP1 NFkB inh,11,0,-1,10,18,0,8,-6
KKLEB tox,16,-1,-4,-1,-4,0,-12,5
TWEAK Fn14 block,0,-19,0,11,5,0,57*,47
CF NFkB block,-2,8,6,2,-19,-8,27,8
C8 TRAIL sens,-10,5,-8,37,43,0,5,4
NR2F2 inh,-12,7,0,39*,-3,-6,7,-1
NCOA3 inh,7,-5,-7,-1,-1,3,2,-4
SRC1 inh,-43,-23,-4,-18,6,2,5,12
NR5A2 inv ag,-17,-5,-2,-12,0,2,-17,10
NCOA2 inhibitor,-6,-20,10,-13,1,-7,-10,-2

#17 O=C(NCc1ccco1)c1c2c(nc3ccccc13)CCC2
#18 CC(=O)Nc1ccc(S(=O)(=O)NCCNS(=O)(=O)c2ccc(NC(C)=O)cc2)cc1
#19 O=C(CN1CCc2ccccc2C1)c1cccs1
#20 Cc1cccc(-c2cnc(C(O)c3ccc(F)c(C)c3)[nH]2)c1 (centres undefined)
#21 CCCCNC(=O)c1cc(S(=O)(=O)N2CCCCC2)oc1C
#22 COc1ccc(NC(=O)C2CCCO2)cc1Cl (centres undefined)
#23 N#Cc1ccc(C(=O)Nc2cc(S(=O)(=O)N3CCCC3)ccc2OCC(F)(F)F)cc1
#24 OCc1ccnc(Cl)c1

assay / compound,17,18,19,20,21,22,23,24
TROY NFkB inh,-6,-1,4,-6,8,2,-7,-47
LMP1 NFkB inh,-1,7,-18,x,8,-15,-1,-3
KKLEB tox,-2,4,-4,5,-4,-6,6,-3
TWEAK Fn14 block,-9,-10,-16,7,-3,5,4,-26
CF NFkB block,5,-1,9,14,10,-4,6,18
C8 TRAIL sens,8,-7,-5,-3,5,-16,0,-8
NR2F2 inh,-10,-8,-9,11,10,-5,16,7
NCOA3 inh,-6,-4,-23,-3,18,-35,3,-15
SRC1 inh,-17,12,-18,7,4,-31,-5,-2
NR5A2 inv ag,-22,12,-18,-1,7,11,8,-6
NCOA2 inhibitor,-15,-6,10,19,22,-25,4,0

#25 O=C(NCc1ccc2c(c1)OCO2)c1cnc2n(c1=O)CCS2
#26 O=c1cc(CSc2nnc(-c3cccnc3)n2-c2ccccc2F)nc2sccn12
#27 Cc1ccc(S(=O)(=O)c2nc(-c3ccccc3)oc2N2CCC(C(N)=O)CC2)cc1
#28 OCC1(CO)CC2(C1)CC(CO)(CO)C2
#29 O=C1C2C3C=CC(CC3)C2C(=O)N1c1ccc(Cl)cc1 (centres undefined)
#30 CC(=O)C(C)n1c(CN2CCN(C(=O)c3ccco3)CC2)nc2c1c(=O)n(C)c(=O)n2C (centres undefined)
#31 CSCCC(NC(=O)c1ccc([N+](=O)[O-])cc1Cl)C(=O)OCC(=O)C12CC3CC(CC(C3)C1)C2 (centres undefined)
#32 O=C(COc1ccccc1Cl)N1CCN(c2ncccn2)CC1

assay / compound,25,26,27,28,29,30,31,32
TROY NFkB inh,-2,-12,1,-11,25,11,-13,-2
LMP1 NFkB inh,-6,-1,0,5,-3,-1,-3,-1
KKLEB tox,3,8,0,9,10,18,6,5
TWEAK Fn14 block,-53,2,-8,15,0,-13,-19,7
CF NFkB block,3,-4,1,4,-2,-6,-1,24
C8 TRAIL sens,27,3,5,-12,1,-3,12,-6
NR2F2 inh,-1,26,-16,-2,-8,-21,4,0
NCOA3 inh,-1,7,8,-4,2,-5,12,2
SRC1 inh,-6,-17,2,3,-11,4,-10,10
NR5A2 inv ag,26,17,11,-1,5,2,-10,5
NCOA2 inhibitor,-1,-19,-3,4,-14,-30,-24,3

#33 COc1ccc(CN2CCN(CC=C(C)C)C(CCO)C2)cc1Cn1cncn1 (centres undefined)
#34 CC(C)(C)SCCNC(=O)c1cccc([N+](=O)[O-])c1
#35 O=C(N/N=C/C=C/c1ccc2c(c1)OCO2)c1ccc([N+](=O)[O-])cc1
#36 COc1ccccc1N1CCN(C(=O)c2cccc(Oc3ccccc3)c2)CC1
#37 COc1cccc(-c2nc(N3CCCCC3C)c3ccccc3n2)c1O (centres undefined)
#38 O=C(NCc1ccccc1Cl)C1CCN(S(=O)(=O)N2CCCCCC2)CC1
#39 Cc1ccc(Cc2c(C3CCCCC3)nc3c4ccccc4ccn23)cc1
#40 Cc1nn(CC(=O)N2CCC(N3CCCCC3)CC2)c(=O)c2c1sc1ccccc12

assay / compound,33,34,35,36,37,38,39,40
TROY NFkB inh,-6,-4,-4,30,-26,12,69*,-22
LMP1 NFkB inh,-3,-4,2,0,7,5,x,4
KKLEB tox,2,-12,-38,2,-1,-2,-8,0
TWEAK Fn14 block,10,-21,-18,25,35,-26,60*,12
CF NFkB block,-9,1,20,15,14,-8,8,-10
C8 TRAIL sens,10,-7,1,-5,-18,-3,8,-19
NR2F2 inh,-13,-18,-4,8,-11,11,18,21
NCOA3 inh,-6,-5,-8,2,20,6,14,-15
SRC1 inh,19,-31,-11,1,-12,11,7,-45
NR5A2 inv ag,15,-11,8,0,37,4,6,-10
NCOA2 inhibitor,-14,-36,-13,8,23,1,-30,-71

#41 CC(C)N1C(=O)CC2(CC[N+](C)(CCOC(=O)C(c3ccccc3)c3ccccc3)CC2)C1=O (centres undefined)
#42 CCc1nc2ccccc2c(C(=O)Nc2ccc(F)cc2)c1C
#43 CC(=O)c1cc(C)ccc1OC(=O)CN1C(=O)c2ccccc2C1=O
#44 COc1ccc(NC2CCCN(C(=O)c3ccc4nc(C)c(C)nc4c3)C2)cc1OC (centres undefined)
#45 N#CC1=C(N)Oc2c(ccc3cccnc23)C1c1cccnc1 (centres undefined)
#46 CCN1C[C@@H]2[C@@H]3C(=O)N(C)C(=O)[C@@H]3[C@](CC)(C1=O)N2C(=O)c1ccc(C)cc1
#47 O=c1[nH]c(=S)n(-c2ccc(Br)cc2)c2ncccc12
#48 Cc1ccc(SCC(=O)N(Cc2nc(-c3ccccc3)no2)C(C)C)cc1

assay / compound,41,42,43,44,45,46,47,48
TROY NFkB inh,4,-12,-7,-7,7,-14,-1,4
LMP1 NFkB inh,1,5,-9,2,18,3,5,-211
KKLEB tox,3,-3,1,-6,2,17,3,3
TWEAK Fn14 block,5,-5,13,14,-5,-4,-1,-7
CF NFkB block,-4,4,11,17,-5,7,6,0
C8 TRAIL sens,1,12,8,3,18,-13,0,5
NR2F2 inh,-4,6,18,-2,5,-2,-14,-2
NCOA3 inh,7,6,4,0,7,-16,-11,9
SRC1 inh,8,-6,16,-8,-8,-10,1,-8
NR5A2 inv ag,2,-3,18,21,6,-5,-6,-12
NCOA2 inhibitor,-11,-10,4,6,-3,-23,-15,-4

Next section; the last 4 above are carried over.
#45 N#CC1=C(N)Oc2c(ccc3cccnc23)C1c1cccnc1 (centres undefined)
#46 CCN1C[C@@H]2[C@@H]3C(=O)N(C)C(=O)[C@@H]3[C@](CC)(C1=O)N2C(=O)c1ccc(C)cc1
#47 O=c1[nH]c(=S)n(-c2ccc(Br)cc2)c2ncccc12
#48 Cc1ccc(SCC(=O)N(Cc2nc(-c3ccccc3)no2)C(C)C)cc1
#49 Cc1cc(-c2ccccc2)c2c(=O)[nH][nH]c2n1
#50 COC(=O)c1cc(Cl)cc2c(C)c(C3(O)CCCCC3)[nH]c12
#51 COc1cc(OC)c(OC)cc1CNC(=O)CCN1C(=O)c2cccc([N+](=O)[O-])c2C1=O
#52 Cc1ccc(C(=O)OCN2C(=O)c3ccccc3C2=O)cc1S(=O)(=O)N1CCOCC1
#53 Cc1ccc(C)c(S(=O)(=O)N2CCN(C(=O)c3cccnc3)CC2)c1

assay / compound,45,46,47,48,49,50,51,52,53
TROY NFkB inh,7,-14,-1,4,11,3,0,9,-1
LMP1 NFkB inh,18,3,5,-211,4,-11,4,0,-3
KKLEB tox,2,17,3,3,21,10,-7,4,4
TWEAK Fn14 block,-5,-4,-1,-7,-16,6,-2,-18,0
CF NFkB block,-5,7,6,0,8,-5,-8,24,6
C8 TRAIL sens,18,-13,0,5,-3,-13,-22,-8,4
NR2F2 inh,5,-2,-14,-2,0,9,-15,-6,1
NCOA3 inh,7,-16,-11,9,2,-4,1,-14,0
SRC1 inh,-8,-10,1,-8,-8,3,-14,-6,-8
NR5A2 inv ag,6,-5,-6,-12,-2,-15,-4,4,-14
NCOA2 inhibitor,-3,-23,-15,-4,1,-3,8,-2,0
